WRN inhibitor: WRN helicase (human) inhibition; WRN helicase unwinding, fluorescent forked duplex, kinetic; Potency, µM (highest dose often 114 µM), for inactives: top-dose activity change, negative = inhibition, actives largely listed as inhibitors; 360,000 compounds, 0.46% hits; AID 651768; note: potency is the fitted concentration of half-maximal effect; % is set by controls: 0 for no effect and ±100 for the full control effect; nearly all actives have a fitted effect of over 55% in size
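Screening of the MLSMR collection measured strand separation of a quenched forked DNA duplex (100 nM) by 20 nM WRN with 2 mM ATP, all final. Compounds were preincubated with enzyme 15 min at room temperature.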
IL-2 act: activates IL-2 in a cell-based reporter assay. activation, % (series mostly up to about 46 µM). 360,000 compounds, 0.065% hits. AID 652025. IL-2 activation reporter assay, cell-based qHTS; stimulated with anti-CD3/CD4/CD28 beads; in transgenic mouse T cells; in the data active = activation above about 50%; inconclusive = mostly about 30% to 49%; note: 0% is about no effect
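First, unstimulated transgenic mouse T cells were exposed to compound for 60 min. Next, anti-CD3/anti-CD4-coated beads with anti-CD28 were added. Finally, after 18 h at 37 degrees C, EGFP and DsRed were imaged.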
Abeta rescue: compounds reversing amyloid beta toxicity in yeast. yeast expressing A-beta42, growth rescue, OD600, 48 h; response scale: 0% DMSO, 100% iron-clioquinol control. Potency, µM (highest dose often 46.1 µM), without a hit: at the highest dose growth rescue, actives largely listed as activators. 410,000 compounds, 0.063% hits. AID 1347071; note: potency is the fitted concentration of half-maximal effect; nearly all actives have a fitted effect of over 55% in size
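Yeast A-beta toxicity model in growth medium with pinned compounds, 48 h at 30 C; growth read as absorbance at 600 nm. Normalized to FeCl3/clioquinol equimolar mix (positive) and DMSO (negative).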
PLK1 PBD block: inhibitors of human PLK1 polo-box domain binding | P53350 | Plk1 PBD binding of FITC phosphopeptide, fluorescence polarization | Potency, µM, inactives show max response, negative = inhibition, usual class: inhibitors | 360,000 compounds, 2.8% hits | AID 720504; note: potency is the fitted concentration of half-maximal effect; series mostly up to about 57 µM; % is set by controls: 0 for no effect and ±100 for the full control effect; nearly all actives have a fitted effect of over 65% in size
EPAC1 antag: EPAC1 (human) antagonism | EPAC1 GEF assay, Rap1b-BODIPY-GDP exchange fluorescence | O95398 | Potency, µM (series often up to 115 µM), without a hit: at the highest dose activity change, negative = inhibition, most hits filed as inhibitors | 360,000 compounds, 0.14% hits;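 note: potency is the fitted concentration of half-maximal effect; plate controls were vehicle for no effect and positive control for full effect; nearly all actives have a fitted effect of over 50% in size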
Target sequence (O95398 whole entry, looked up): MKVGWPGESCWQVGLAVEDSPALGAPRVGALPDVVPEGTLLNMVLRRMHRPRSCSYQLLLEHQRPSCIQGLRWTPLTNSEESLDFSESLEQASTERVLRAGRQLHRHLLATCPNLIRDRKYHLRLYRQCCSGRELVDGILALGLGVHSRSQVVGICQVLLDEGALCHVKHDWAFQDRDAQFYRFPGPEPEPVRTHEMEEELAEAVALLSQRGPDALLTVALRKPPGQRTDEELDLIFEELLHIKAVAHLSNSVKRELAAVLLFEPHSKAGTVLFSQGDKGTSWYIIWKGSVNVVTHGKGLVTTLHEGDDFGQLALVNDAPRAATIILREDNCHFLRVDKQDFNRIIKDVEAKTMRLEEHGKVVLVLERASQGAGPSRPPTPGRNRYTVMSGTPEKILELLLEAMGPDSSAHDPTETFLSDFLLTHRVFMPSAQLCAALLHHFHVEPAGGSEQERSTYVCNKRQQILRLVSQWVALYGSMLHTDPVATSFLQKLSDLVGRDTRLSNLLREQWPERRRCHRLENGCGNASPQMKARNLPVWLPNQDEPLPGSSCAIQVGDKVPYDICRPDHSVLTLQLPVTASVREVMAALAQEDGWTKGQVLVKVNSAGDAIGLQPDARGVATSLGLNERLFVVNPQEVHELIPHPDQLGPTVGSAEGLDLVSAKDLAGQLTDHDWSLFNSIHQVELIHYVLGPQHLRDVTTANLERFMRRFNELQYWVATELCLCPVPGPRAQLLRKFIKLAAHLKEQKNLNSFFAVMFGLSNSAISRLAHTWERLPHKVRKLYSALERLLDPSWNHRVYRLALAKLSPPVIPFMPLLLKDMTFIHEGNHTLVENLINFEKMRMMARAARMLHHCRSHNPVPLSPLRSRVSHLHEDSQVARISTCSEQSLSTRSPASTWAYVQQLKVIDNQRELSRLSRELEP
PI5P4Ka inh: PI5P4K alpha (human) kinase inhibition | PI5P4Kalpha enzyme, ADP-Glo luminescence, 60 min; hits give low values | max response, % | 330,000 compounds, 1.2% hits; active = max response of -50% or lower; inconclusive = between -30% and -50%; inactive = -30% or higher; note: value at the top dose of about 77 µM; % is set by controls: 0 for no effect and ±100 for the full control effect
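Quantitative HTS of the MLSMR library against PI5P4Kalpha with substrate. ATP added last at 5 microM final; room temperature, 60 minutes. Remaining ATP depleted, ADP converted and read as luminescence.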
FUS yeast rescue: rescues growth of FUS-expressing yeast | S. cerevisiae FUS-expressing, growth rescue, OD600, 24 h | Potency, µM (highest dose often 76.6 µM), inactives show at the top dose growth rescue (activation), actives largely listed as activators | 390,000 compounds, 0.24% hits | AID 1347120;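 note: potency is the fitted concentration of half-maximal effect; plate controls were DMSO vehicle for no effect and reference control for full effect; nearly all actives have a fitted effect of over 55% in size; some results filed as inactive show a strong effect at the top dose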
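Absorbance at 600 nm, taken 24hr after compound addition, measured rescue of FUS-yeast growth at 30C. Induction used 2% galactose with seeding at OD 0.005. Controls: CP55940 from 92uM final, DMSO only.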
aSyn yeast inh: rescues yeast growth from alpha-synuclein toxicity; Yeast expressing alpha-synuclein, growth rescue, BacTiter-Glo, 24 h; Potency, µM (series often up to 46.1 µM), for inactives: at the highest dose growth rescue (activation), usual class: activators; 370,000 compounds, 0.14% hits; AID 652106; note: potency is the fitted concentration of half-maximal effect; % of control where 0% means no effect; nearly all actives have a fitted effect of over 65% in size
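Galactose-induced alpha-syn yeast (OD600=0.02, raffinose-pregrown) + pinned cpd, 24 hr, 30 deg C; growth by BacTiter-Glo luminescence. Growth restoration scores as activation.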
EPAC1 ag: agonists of human EPAC1; 360,000 compounds, 0.073% hits; O95398; Potency, µM (series often up to 154 µM), for the others: at the highest dose activation, most hits filed as activators; EPAC1 agonist qHTS, biochemical assay; response scale: 100% = response to 6.5 mM cAMP; note: potency is the fitted concentration of half-maximal effect; nearly all actives have a fitted effect of over 60% in size
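Multi-concentration qHTS readout: loss of Rap1B-bound BODIPY-GDP fluorescence driven by 100 nM EPAC1 with excess GDP (50 uM), monitored kinetically at room temperature; agonist response expressed relative to 6.5 mM cAMP.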
An asterisk follows results filed as active; ? = inconclusive; · = not tested or not shown; & = joins results of further samples; [ ] = dose if it differs, or a comment. Unless noted, calls come from the whole dose curve; as a rule, active = well fitted curve in the direction sought with a large enough effect; inconclusive = small, poorly fitted or top-dose-only effect, or another doubt; inactive = no such curve, though single readings can be large; an effect the other way counts as inactive or inconclusive. Random draw from the library; overall some 4.1% were active at least once.

SMILES	WRN inhibitor	IL-2 act	Abeta rescue	PLK1 PBD block	EPAC1 antag	PI5P4Ka inh	FUS yeast rescue	aSyn yeast inh	EPAC1 ag
Cc1ccc(S(=O)(=O)N2CCCC2)cc1C(=O)N1CCC(C)CC1	-4%	2.2	11%	-1%	2%	-2	10%	-3%	-2%
CNc1cc(N2CCCC2)ccc1[N+](=O)[O-]	-7%[57.1 µM]	5.6	-11%	-2%	-2%	2	1%	3%	10%
O=C(Cc1ccc(NC(=O)C2CCN(C(=O)C3CCC3)CC2)cc1)Nc1cccc(C(=O)N2CCCCC2)c1	-2%	2.5	15%	-6%	-4%	-3	16%	-1%	-4%
O=C1c2ccccc2C(O)(c2ncc[nH]2)N1C1CCCCC1 (configuration not stated)	8%	-0.1	-1%	-4%	-12%	10	9%	-6%	0%
COc1ccc(CNC(=O)c2ccncc2)cc1	9%	-1.4	14%	-6%	10%	1	5%	-2%	2%
CCN(CC)S(=O)(=O)c1cccc(NC(=O)COC(=O)c2cc(=O)c3ccccc3o2)c1	3%	-0.3	-2%	1%	-6%	-1	-7%	-2%	-5%
Cn1cccc1Cc1nnc(SCC(=O)Nc2ccccc2F)n1CCc1ccccc1	-1%	-1.5	17%	-27%	-2%	-6	25%	1%	-2%
Cc1cc2[nH]c(=S)[nH]c2cc1C	3%	-2.7	-1%	6µM*	-26%	?	1%	1%	1%
O=C(O)CCC(=O)NNC(=O)c1cccc(Cl)c1	7%	-3.3	9%	-8%	2%	-6	·	0%	-6%
O=C(CSc1nnc(-c2ccc(O)cc2)o1)Nc1ccccc1Br	8%	0.4	2%	-19%	0%	2	1%	-2%	8%
COC(=O)CC1C(=O)NCCN1C(=O)c1ccc(Cl)cc1 (configuration not stated)	13%	0.2	4%	-16%	19%	0	-1%	0%	8%
Cc1cc(NC(=O)CSc2nc3ccccc3c(=O)n2Cc2ccccc2)no1	-3%	-0.5	5%	-7%	-15%	1	1%	-5%	15%
CC(C)(C)OC(=O)C[C@H]1C/C=C\C[C@H](CC(=O)N[C@H](CO)Cc2ccccc2)C(=O)N[C@H](C(C)(C)C)COC1=O	4%	-1.5	0%	-14%	-11%	4	21%	-11%	0%
COc1ccc(N2CCN(Cc3cc(=O)oc4ccc(Cl)cc34)CC2)cc1	60%[activator]	-0.2	10%	-1%	-7%	5	24%	-1%	-6%
COc1cccc(-c2ccc3c(c2)C2CC3CCN2C(C)=O)c1 (configuration not stated)	2%	-0.5	-10%	1%	7%	-2	5%	5%	-8%
COc1ccc(NC(=O)CCCn2c(=O)oc3ccccc32)cc1Cl	1%	1.2	-1%	-2%	1%	-9	19%	16%	-4%
CC(=O)NC(=S)NNC(=O)COc1ccc(Br)cc1	-14%	0.7	-4%	27µM*	9%	-17	-30%[inhibitor]	-3%	0%
Cc1ccc(CNC(=O)c2cc(=O)c3ccc(C)cc3o2)cc1	-10%[57.1 µM]	0.7	-1%	-22%	8%	-1	13%	-2%	3%
CC(C)C(=O)N(c1ccc(F)cc1)C1C=CS(=O)(=O)C1 (configuration not stated)	-1%	1.2	-19%	-3%	3%	6	·	1%	-1%
CCCCNC(=O)c1nc(-c2ccccc2)oc1-c1ccc(Cl)cc1	3%	-0.7	3%	1%	4%	7	-15%	0%	-6%
COc1ccc(NC(=O)Nc2ccc3c(c2)C(=O)N([C@@H](C)CO)C[C@@H](C)[C@@H](CN(C)S(=O)(=O)c2cccs2)O3)cc1	-7%	-0.2	6%	10%	1%	-2	35%	1%	-16%
CCOC(=O)c1c(C)[nH]c(=S)c(C#N)c1-c1ccc(Cl)cc1	4%	-0.4	0%	-18%	-2%	-16	6%	0%	-6%
Cc1ccc(S(=O)(=O)N2CCCCC2)cc1C(=O)NCCc1ccccc1	-15%	6.6	-9%	-4%	-23%	4	2%	-14%	-2%
CCOc1ccc(C(C)C)cc1S(=O)(=O)N1CCOCC1	-4%[57.1 µM]	-4.2	7%	0%	8%	2	-2%	7%	-3%
Cc1c(OCC(=O)C(C)(C)C)ccc2c3c(c(=O)oc12)CCCC3	8%	-0.5	13%	-1%	22%	4	-17%	1%	2%

Given with two lines to a compound: entries from further up
Values run as follows: WRN inhibitor	IL-2 act	Abeta rescue	PLK1 PBD block	EPAC1 antag	PI5P4Ka inh	FUS yeast rescue	aSyn yeast inh	EPAC1 ag
CC(C)C(=O)N(c1ccc(F)cc1)C1C=CS(=O)(=O)C1 (configuration not stated)
    -1%	1.2	-19%	-3%	3%	6	·	1%	-1%
CCCCNC(=O)c1nc(-c2ccccc2)oc1-c1ccc(Cl)cc1
    3%	-0.7	3%	1%	4%	7	-15%	0%	-6%

(further entries)
SMILES	WRN inhibitor	IL-2 act	Abeta rescue	PLK1 PBD block	EPAC1 antag	PI5P4Ka inh	FUS yeast rescue	aSyn yeast inh	EPAC1 ag
Cc1cc(F)ccc1S(=O)(=O)N1CCCOC1CNC(=O)C(=O)NCc1ccco1 (configuration not stated)	8%	-0.1	-12%	-5%	1%	-2	·	-2%	-1%
COc1ccc(C=O)cc1CN1C(=O)c2ccccc2C1=O	10%	-2.6	1%	-17%	1%	-1	4%	7%	8%
COc1ccccc1CNC(=O)Cc1cc(=O)[nH]c(=O)[nH]1	1%	-0.7	-8%	0%	6%	4	-19%	-3%	-6%
CN(C)CCCNC(=O)c1cc(C(=O)c2ccccc2)c[nH]1	16%	-0.5	7%	-7%	-8%	0	-17%	4%	13%
CCc1ccc(C(=O)COC(=O)CNC(=O)c2cccs2)cc1	-8%	-1.1	-3%	-2%	?	9	2%	5%	4%
CCn1c(NC(=O)Nc2ccccc2OC)nc2ccccc21	0%	-0.6	15%	-2%	-4%	2	-12%	1%	1%
CCCC(=O)N1CC(=O)Nc2ccc(Br)cc2C1c1ccc(F)cc1 (configuration not stated)	-3%	0.3	9%	2%	-17%	-1	10%	8%	-2%
COc1ccc(CC(=O)n2nc(-c3cccnc3)nc2N)cc1	-16%	-0.8	-1%	-6%	-2%	0	14%	-7%	8%
CCCN1Cc2cccc(C(=O)NCCc3ccccc3)c2C1=O	3%	0.2	-14%	-1%	13%	0	25%	-5%	-3%
COCCCNC(=O)C[C@@H]1C[C@@]2(C(=O)OC)CC(C)(C)CC=C2N(Cc2ccco2)C1=O	2%	-0.2	2%	2%	12%	-1	1%	3%	-5%
COC(=O)c1ccccc1NC(=O)Cn1cc2c(n1)CCC(C)C2 (configuration not stated)	-1%	-1.9	2%	-9%	-16%	-9	-1%	1%	1%
O=C1CC(c2ccco2)Cc2nc(N3CCN(Cc4ccc5c(c4)OCO5)CC3)ncc21 (configuration not stated)	-1%	0.5	2%	-3%	2%	-7	10%	-13%	9%
O=C(c1cc(-c2ccncc2)nc2ccccc12)N1CCN(c2ccccn2)CC1	4%	-1.8	-13%	-10%	-4%	·	21%	-3%	10%
O=C(NCCN1CCN(C(=O)c2cccs2)CC1)C(=O)Nc1ccc(Br)cc1	-5%	-2.5	17%	-15%	-27%	1	13%	-4%	-2%
CC(C)CNC(=O)COc1ncnc2ccccc12	4%	0.1	14%	-4%	-6%	4	-1%	2%	1%
CCOC(=O)CN1C(=O)c2ccccc2Sc2ncccc21	-2%	-0.9	0%&-7%	1%	0%	-1	-14%&-12%	1%	10%
O=C(N1CCCC1)C12CC3CC(C1)CC(C(=O)N1CCCC1)(C3)C2	4%	-2.6	-15%	0%	20%	1	13%	-3%	0%
Cc1ccc(C(=O)C(C)OC(=O)c2ccc(Cl)nc2)cc1 (configuration not stated)	2%	-1.6	-4%	-4%	-1%	0	2%	-13%	7%
CN(C)S(=O)(=O)c1ccc(C(=O)Nc2nc(-c3ccccc3)c(C(=O)c3ccccc3)s2)cc1	-13%	0.7	2%	-9%	4%	-1	10%	1%	2%
O=C(O)c1cc2sccc2s1	-8%	2.2	-12%	-10%	15%	2	7%	7%	3%
Cc1c([N+](=O)[O-])cc(C(=O)Oc2cccc(C(=S)N3CCOCC3)c2)cc1[N+](=O)[O-]	-7%	-2.8	14%	?	-2%	4	38%	-3%	-2%
CCOc1ccc(OCC(=O)NCCc2nc3ccccc3[nH]2)cc1	1%	3.2	-3%	-8%	2%	-6	22%	-1%	0%
CC1(C)CC(CC(=O)Nc2ccccn2)C(=O)O1 (configuration not stated)	1%	1.4	-2%	4%	-1%	·	9%	4%	5%
O=c1[nH]c(SCc2ccc(Cl)cc2)nc2ccccc12	-9%	0.1	-23%	0%	-4%	1	-18%	-3%	0%
Nc1nc(-c2ccc3ccccc3c2)cs1	-11%	9.4	-54%[inhibitor]	-20%	-17%	-2	6%	-46%[inhibitor]	5%
SMILES	WRN inhibitor	IL-2 act	Abeta rescue	PLK1 PBD block	EPAC1 antag	PI5P4Ka inh	FUS yeast rescue	aSyn yeast inh	EPAC1 ag
O=C(Nc1ccc(NC(=O)N2CCN(c3ccccc3O)CC2)cc1)N1CCN(c2ccccc2O)CC1	8%	0.4	-2%	-4%	-18%	-15	?	-2%	5%
COC(=O)CN(c1ccccc1[N+](=O)[O-])S(=O)(=O)c1ccccc1	6%	-0.1	0%	-7%	-12%	-1	-5%	-6%	11%
CCOCCCNC(=O)CN1C(=O)CSc2ccc(S(=O)(=O)N3CCOCC3)cc21	-5%	-0.1	1%	1%	-4%	-1	1%	3%	-8%
O=C(Nc1ccccc1)N1CCCC2CCCCC21 (configuration not stated)	-8%	-0.3	-4%	-5%	-15%	-4	-6%	1%	2%
CC(=O)c1ccc(NC(=O)CCC(=O)OCC(F)(F)C(F)F)cc1	4%	-1.5	22%	-2%	2%	·	-10%	19%	-2%
COc1ccc(NC(=O)c2sc(=O)n(Cc3ccccc3C#N)c2C)cc1OC	-13%[57.1 µM]	-0.1	-8%	-11%	-6%	0	-10%	-3%	-3%
O=C(/C=C/c1ccccc1)OCC(=O)c1c[nH]c2ccccc12	12%	0.7	-2%	1%	-9%	1	-17%	0%	-7%
CC(=O)NNS(=O)(=O)c1ccccc1[N+](=O)[O-]	-26%[57.1 µM]	-1.0	2%	-10%	-9%	-8	6%	-4%	-2%
